PfHsp40 rescue = restores yeast growth despite PfHsp40 toxicity; S. cerevisiae expressing PfHsp40, growth rescue, ATP luminescence; growth rescue, % at 12.5 µM; 340,000 compounds, 0.68% hits; AID 504582; in the data active = growth rescue above about 28%, passing the limit was not always enough; inconclusive = no clear call, values can overlap the other calls;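 also: yeast W303a lacking pdr1 and pdr3 grown in galactose medium; growth measured after three days at 30 °C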
CCHF vOTU inh = blocks the CCHF virus ovarian tumor domain protease; CCHFV vOTU protease, Pep-AMC fluorescence; inhibition, % at 11.5 µM; 370,000 compounds, 0.55% hits; AID 651958; in the data active = inhibition above about 30%; also: 0% = vehicle wells with enzyme and 100% = no enzyme wells
BoNT-F LC inh = inhibitors of Botulinum neurotoxin F light chain protease; 360,000 compounds, 0.22% hits; Multiplex microsphere protease cleavage assay, flow cytometry; inhibition, % at 10 µM; AID 588497; in the data active = inhibition above about 35%, passing the limit was not always enough; inconclusive = no clear call, values can overlap the other calls; also: plate controls were buffer without enzyme for full effect and enzyme alone for no effect
Y pestis TopoI = blocks Yersinia pestis topoisomerase I activity. activity, % at 10 µM. Y. pestis Topo-I cleavage product accumulation, plate reader. AID 504884. 360,000 compounds, 0.064% hits; in the data active = activity above about 50%, passing the limit was not always enough; inconclusive = no clear call, values can overlap the other calls; also: inactives centre near 2
PrPC surface inh = reduces human prion protein on the cell surface; cell surface PrPC, TR-FRET read-out; 370,000 compounds, 0.43% hits; inhibition, % at 13.8 µM; in the data active = inhibition above about 24%; also: 0% = median of the test wells and 100% = reference compound wells
FadD28 binding = inhibitors of Mycobacterium tuberculosis FadD28 bisubstrate binding | AID 588549 | 360,000 compounds, 0.22% hits | inhibition, % at 12.5 µM | FadD28 bisubstrate probe binding, fluorescence polarization; in the data active = inhibition above about 8.5%, passing the limit was not always enough; inconclusive = no clear call, values can overlap the other calls
Anthrax LF inh2 = anthrax lethal factor protease inhibition; AID 588501; multiplex microsphere protease cleavage assay, LF; 360,000 compounds, 0.12% hits; P15917; inhibition, % at 10 µM; also: plate controls were buffer without enzyme for full effect and enzyme alone for no effect
BoNT-A LC inh2 = blocks Botulinum neurotoxin A light chain protease | multiplex microsphere protease substrate cleavage, flow cytometry | inhibition, % at 10 µM | 360,000 compounds, 0.17% hits | AID 588499; also: plate controls were buffer without enzyme for full effect and enzyme alone for no effect
TcdB inh = TcdB glycohydrolase inhibition | TcdB glycohydrolase enzymatic assay, plate reader | inhibition, % at 9.99 µM | 350,000 compounds, 0.24% hits | P18177; in the data active = inhibition above about 10%
Active calls of the source: *; u = inconclusive; x = not tested or not shown; & = joins results of further samples. Rule as the data show it, unless noted: active = inhibition above about 30%; inconclusive = no clear call, values can overlap the other calls; inactive = below that. Outcome played no part in choosing rows, and some 2.3% of all compounds hit somewhere here.

Compound,PfHsp40 rescue,CCHF vOTU inh,BoNT-F LC inh,Y pestis TopoI,PrPC surface inh,FadD28 binding,Anthrax LF inh2,BoNT-A LC inh2,TcdB inh
Cc1ccc(-c2nc(CSCC(=O)NCC3CCCO3)c(C)o2)cc1 (stereo not drawn),-0.1,-1,1,10,6,0.0,-1,0.0,-7.2
CCCCc1nnc(NC(=O)CSc2nc(C)cc(=O)[nH]2)s1,1.2,15,2,-6,6,-2.0,-4,3.2,x
COc1ccccc1NC(=S)N(CCc1nc2cc(C)c(C)cc2[nH]1)Cc1cccnc1,-1.2,2,-1,7,-6,-2.8,-12,-0.5,2.7
Cc1ccc(CN(C(=O)c2ccc([N+](=O)[O-])cc2)C2CCS(=O)(=O)C2)o1 (stereo not drawn),-1.3,-5,-2,-5,-17,-3.6,0,7.5,0.3
CN(C)S(=O)(=O)n1cc(/C=C(\NC(=O)c2ccccc2)C(=O)NCCN2CCOCC2)c2ccccc21,0.6,17,-3,8,-8,-4.8,-4,3.5,2.1
COC(=O)c1ccc(CSC2=NC[C@@H]3[C@@H]4C(=O)N(Cc5ccccc5)C(=O)[C@@H]4[C@](C)(C(=O)OC)N23)cc1,0.0,-7,-1,31,-5,-0.3,4,0.5,2.3
COc1ccc(C(=O)N/C(=C\c2cn(S(=O)(=O)N(C)C)c3ccccc23)C(=O)NCCN2CCOCC2)cc1,-0.3,15,-1,10,-7,-5.3,-1,-1.2,1.1
O=C(O)c1ccccc1C(=O)OCc1ccccc1,-1.3,22,-4,-2,3,-2.6,0,0.2,x

Additional compounds:
Compound,PfHsp40 rescue,CCHF vOTU inh,BoNT-F LC inh,Y pestis TopoI,PrPC surface inh,FadD28 binding,Anthrax LF inh2,BoNT-A LC inh2,TcdB inh
Nc1cc(-c2ccc(Br)cc2)nc2cc(-c3ccccc3)nn12,-1.0,29,-3,-7,17,2.9,0,-0.2,0.7
O=C(CCS(=O)(=O)c1ccc2c(c1)NC(=O)CS2)NCc1ccccc1Cl,1.6,x,3,3,x,-2.4,0,-0.1,x
Cc1ccc(NC(=O)Nc2cc(C(F)(F)F)c[nH]c2=O)cc1,0.1,7,-5,-6,5,1.2,0,0.9,0.2
O=C(CCc1ccc(O)cc1)NN=Cc1cc(Br)ccc1O,x,-2,-2,-3,4,-6.9,-4,0.0,-0.3
Cn1cnc(S(=O)(=O)NC2CCN(Cc3c(F)cccc3Cl)CC2)c1,-1.7,-2,-5,0,2,0.5,-4,1.5,1.5
OC(CNCCNc1ncccc1C(F)(F)F)Cn1ccc2ccccc21 (stereo not drawn),-0.4,-14,u,-3,-8,-2.1,4,-1.0,0.3
O=C(NC(c1ccc(F)cc1)c1ccc2ccccc2n1)C1CCN(Cc2ccc3ccccc3n2)CC1 (stereo not drawn),x,3,3,19,-14,-2.2,2,0.6,0.4
CCOc1ccc(-n2nnnc2SCC(=O)N2CCOCC2)cc1,-1.3,4,-5,10,-4,0.0,-1,-0.9,x

New compounds follow.
Compound,PfHsp40 rescue,CCHF vOTU inh,BoNT-F LC inh,Y pestis TopoI,PrPC surface inh,FadD28 binding,Anthrax LF inh2,BoNT-A LC inh2,TcdB inh
O=S(=O)(/N=C(/c1ccc(Cl)cc1)N1CCOCC1)c1ccc(Cl)cc1,-1.0,2,-2,-1,5,-1.7,-1,-0.4,x
CC(=O)N1N=C(c2cccc([N+](=O)[O-])c2)OC1(C)c1cccs1 (stereo not drawn),-0.4,10,5,-5,2,x,-1,-0.2,-0.5
CC(C)c1ccc(NC2CCCN(C(=O)CCn3cnnn3)C2)cc1 (stereo not drawn),0.4,-5,7,3,1,x,-4,1.6,0.9
Oc1ccc(NCc2cccs2)cc1,0.0,88*,-1,-5,-10,0.6,-14,-3.1,1.4
Cc1ccc(-n2nnc(-c3nccs3)n2)cc1,-2.1,2,1,13,0,-3.3,2,-0.2,1.9
O=C(COc1ccccc1)OCc1cc(-c2ccco2)on1,1.1,-4,11,8,1,-1.0,-2,-0.4,1.8
Cn1c(C(=O)OC(C(=O)NCc2ccco2)c2ccncc2)cc2sccc21 (stereo not drawn),1.4,0,-2,25,8,-1.6,-7,-0.5,x
CC1(c2nc3ccccc3[nH]2)CCC2=Nc3ccccc3CN21 (stereo not drawn),x,-2,-2,x,-5,x,0,-0.1,1.1

(next part)
Compound,PfHsp40 rescue,CCHF vOTU inh,BoNT-F LC inh,Y pestis TopoI,PrPC surface inh,FadD28 binding,Anthrax LF inh2,BoNT-A LC inh2,TcdB inh
CN1CCN(CC(=O)Nc2nc3c(s2)CCCC3)CC1,-1.3,-6,u,7,-5,-1.2,-14,-8.9,-0.1
Cc1cccc2cc3cccc(C)c3nc12,0.7,5,u,-6,-4,-2.6,4,-7.5,-0.5
Cc1ccc(-c2nnc(-c3ccc(NC(=O)c4cccs4)cc3)o2)cc1,-0.4,-6,-5,1,5,-0.9,-4,-1.0,-0.3
O=C(NC(c1ccc(Cl)cc1)c1ccsc1)C1CCN(Cc2cccc(Cl)c2)CC1 (stereo not drawn),x,6,-8,27,0,-2.4,-6,-1.1,-0.1
CCOC(=O)c1ccc(S(=O)(=O)N2CCN(C3CC(=O)N(c4ccccc4C(F)(F)F)C3=O)CC2)cc1 (stereo not drawn),0.3,-4,-19,6,-3,-1.5,-3,-7.0,0.3
Cc1ccc(CNC(=O)C(=O)NCC2CCCN2S(=O)(=O)c2cc(C)ccc2C)cc1 (stereo not drawn),-0.5,14,-8,20,14,-2.9,-3,-1.1,-6.1
Cc1cc(C(=O)NNC(=S)NC(C)c2ccccc2)c2ccccc2n1 (stereo not drawn),6.2,1,-6,7,8,-0.4,-1,-1.3,x
CC(C)(C)c1cnnn1-c1ccc(-c2csc(N)n2)cc1,-2.1,-18,4,3,-10,-4.0,-3,-0.7,1.3

Nine structures from above, arranged by molecular weight, ascending:
Compound,PfHsp40 rescue,CCHF vOTU inh,BoNT-F LC inh,Y pestis TopoI,PrPC surface inh,FadD28 binding,Anthrax LF inh2,BoNT-A LC inh2,TcdB inh
Cc1cccc2cc3cccc(C)c3nc12,0.7,5,u,-6,-4,-2.6,4,-7.5,-0.5
CN1CCN(CC(=O)Nc2nc3c(s2)CCCC3)CC1,-1.3,-6,u,7,-5,-1.2,-14,-8.9,-0.1
CC(C)(C)c1cnnn1-c1ccc(-c2csc(N)n2)cc1,-2.1,-18,4,3,-10,-4.0,-3,-0.7,1.3
Cc1ccc(-c2nnc(-c3ccc(NC(=O)c4cccs4)cc3)o2)cc1,-0.4,-6,-5,1,5,-0.9,-4,-1.0,-0.3
Cc1cc(C(=O)NNC(=S)NC(C)c2ccccc2)c2ccccc2n1 (stereo not drawn),6.2,1,-6,7,8,-0.4,-1,-1.3,x
Cn1c(C(=O)OC(C(=O)NCc2ccco2)c2ccncc2)cc2sccc21 (stereo not drawn),1.4,0,-2,25,8,-1.6,-7,-0.5,x
Cc1ccc(CNC(=O)C(=O)NCC2CCCN2S(=O)(=O)c2cc(C)ccc2C)cc1 (stereo not drawn),-0.5,14,-8,20,14,-2.9,-3,-1.1,-6.1
O=C(NC(c1ccc(Cl)cc1)c1ccsc1)C1CCN(Cc2cccc(Cl)c2)CC1 (stereo not drawn),x,6,-8,27,0,-2.4,-6,-1.1,-0.1
CCOC(=O)c1ccc(S(=O)(=O)N2CCN(C3CC(=O)N(c4ccccc4C(F)(F)F)C3=O)CC2)cc1 (stereo not drawn),0.3,-4,-19,6,-3,-1.5,-3,-7.0,0.3

(cont.)
Compound,PfHsp40 rescue,CCHF vOTU inh,BoNT-F LC inh,Y pestis TopoI,PrPC surface inh,FadD28 binding,Anthrax LF inh2,BoNT-A LC inh2,TcdB inh
CN(C)CCCNc1nc(-c2ccccc2)c2c(c1C#N)CC(C)(C)OC2,0.6,-38,-2,-1,-7,-2.5,0,0.0,2.4
Cc1ccc(S(=O)(=O)CCC(=O)Nc2ccccc2Br)cc1,11,5,-18,12,4,0.0,-6,-0.8,-5.8
Cc1cc(NC(=O)C2CC=CCC2C(=O)O)ccc1NC(=O)c1ccccc1 (stereo not drawn),-0.9,-2,-2,5,-3,0.4,-6,-1.0,-1.3
COc1ccc(C2CC(c3ccccc3)=NN2C(=O)COC(=O)c2cccc(O)c2)cc1 (stereo not drawn),2.3,13,-6,15,0,-3.4,-5,-0.3,2.1
COc1ccc(CC(=O)NCC2CCCCC2)cc1OC,x,-11,17,-1,8,0.0,-6,-2.0,-0.9
COc1ccc2nc3cc([N+](=O)[O-])ccc3c(NNc3ccc([N+](=O)[O-])cc3)c2c1,1.2,-12,-13,-22,-8,-5.5,-10,u,0.2
CC(=O)N1CC(C(=O)Nc2ccc3c(c2)OCO3)Oc2ccccc21 (stereo not drawn),-1.4,18,-7,-10,0,-2.6,-5,0.0,-0.9
C=CCn1c(P(C)(=O)O)nc2ccccc21,-1.6&0.4,-6&-2,-8&-5,0&-8,3&-3,-2.3&-1.1,0&-2,-0.8&-0.1,3.7

Additional entries follow.
Compound,PfHsp40 rescue,CCHF vOTU inh,BoNT-F LC inh,Y pestis TopoI,PrPC surface inh,FadD28 binding,Anthrax LF inh2,BoNT-A LC inh2,TcdB inh
OC(COc1ccccc1CNCc1cccnc1)CN1CCc2ccccc2C1 (stereo not drawn),-1.0,2,1,5,-18,-2.1,-12,0.3,-0.1
COc1ccc(CNc2nc3c(c(=O)[nH]c(=O)n3C)n2CCCc2ccccc2)cc1,0.0,-2,-6,1,-1,-0.3,-2,-0.7,-0.6
CCOC(=O)C1CCCN(C(=O)COc2ccc(S(=O)(=O)N(CC)c3ccccc3)cc2)C1 (stereo not drawn),-0.8,-14,0,7,-4,1.4,-4,-0.4,1.7
NC(Cc1ccc(C(F)(F)F)cc1)c1csc(Nc2cc(Oc3ccccc3)ncn2)n1 (stereo not drawn),x,12,-18,-11,1,-4.1,5,-0.7,1.0
COc1cc(Cl)ccc1OCc1cc(C(=O)N2CCN(C3CCCCC3)CC2)no1,x,13,0,27,2,0.8,-2,0.9,-1.7
CCOC(=O)Cn1cnc(-c2ccc([N+](=O)[O-])cc2)c1,0.1,-1,24,-3,-26,-1.6,-1,2.1,x
Cn1c(N)c(C(=O)COC(=O)Cc2ccccc2F)c(=O)n(C)c1=O,-1.9,-1,-1,3,6,-2.9,-5,0.7,0.1
CCCCNC(=O)CN1C(=O)NC2NC(=O)NC21 (stereo not drawn),0.3,-4,-2,0,2,-2.5,-5,0.2,0.5

The results go on.
Compound,PfHsp40 rescue,CCHF vOTU inh,BoNT-F LC inh,Y pestis TopoI,PrPC surface inh,FadD28 binding,Anthrax LF inh2,BoNT-A LC inh2,TcdB inh
O=C(O)CCSc1nnc(-c2ccccc2)n1-c1ccccc1,1.9,-2,2,4,0,-0.5,-2,2.4,x
c1ccc(Oc2cccc(OCCCCN3CCCC3)c2)cc1,-0.4,12,-3,-3,3,-6.4,1,0.4,x
CCC[N+](C)(C)C(C)C(OC(C)=O)c1ccccc1 (stereo not drawn),-1.3,6,u,-1,4,-3.0,16,-0.9,1.6
O=C(/C=C/c1cccc([N+](=O)[O-])c1)Nn1c(-c2ccccc2F)nc2ccccc2c1=O,1.3,12,2,-6,-1,2.4,0,-0.1,-9.2
O=C(NCC1CCCO1)c1cccc(S(=O)(=O)NCc2ccccc2)c1 (stereo not drawn),-0.8,8,-4,1,2,-3.1,2,0.0,0.6
O=C(OCCN1CCCCC1)C1(c2ccccc2)CCCC1,-0.5,3,-1,15,-4,-1.3,2,0.3,0.3
Cc1cccc(OCCCC(=O)NC(C)c2ccccc2)c1 (stereo not drawn),-1.3,12,-1,2,2,-4.9,2,-0.1,x
O=[n+]1cc(-c2ccc(Cl)cc2)n([O-])c2c1CCCCC2,2.6,4,-2,-3,-19,-1.3,0,-0.8,0.0
COc1ccc(C(C(=O)NCc2ccccc2)N(Cc2cccnc2)C(=O)c2snc(C(N)=O)c2N)cc1OC (stereo not drawn),3.4,0,-9,6,-8,-3.5,-3,0.3,1.1
COC(=O)/C(C#N)=C/c1c(Oc2cc(C)cc(C)c2)nc2ccccn2c1=O,x,-15,x,3,-4,0.7,x,x,0.2
COc1ccc(-c2cc(NC=O)c3ncc(-c4cccc(C(=O)NCCN(C)C)c4)n3c2)cc1,x,-4,-13,-14,-23,-10,-7,0.7,0.7
